Source: PubChem (The Scripps Research Institute Molecular Screening Center)
ASAP1 inh: inhibitors of human ASAP1 ArfGAP activity | inhibition, % at 16.5 µM | 0.19% of 360,000 active | ASAP1-stimulated ARF1 GTP hydrolysis, GDP FP detection; in the data active = inhibition above about 25%;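 also: 0% = vehicle with enzyme and substrate and 100% = no enzyme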
ARFGAP1 inhibitor: rat ARFGAP1 inhibition | 0.26% of 360,000 active | AID 651572 | Q62848 | inhibition, % at 16.5 µM | Arfgap1-stimulated ARF1 GTP hydrolysis, GDP FP detection;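 active = inhibition above a per-plate limit, mean inhibition of low control wells plus 3 SD, cut at about 25% in these data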;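 also: 0% = DMSO wells with enzyme and 100% = wells lacking Arfgap1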
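material = rat Arfgap1 catalytic domain, aa 1-136 | also added = human ARF1(Δ1-17)-GTP substrate | compound dosing = one concentration, 16.5 µM, DMSO 1.26% | times = GTP hydrolysis reaction 2 h at 25 °C | measured by = FP, GDP Alexa 633 tracer displaced from anti-GDP antibody, 620/688 nm | evaluation = percent inhibition of Arfgap1-stimulated GTP hydrolysis | replication = single well per compound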
SIAE primary: human SIAE inhibition, primary screen; inhibition, % at 9.66 µM; AID 1053197; 0.69% of 370,000 active; Q9HAT2; SIAE FP-Rh probe binding, fluorescence polarization;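 active = inhibition above a cutoff: mean of compounds within the control limits plus 3 SD of those, cut at about 17% in these data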;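 also: 0% = plate median of compound wells and 100% = probe without SIAE protein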
TDP2 inh: blocks human TDP2 phosphodiesterase activity. O95551. recombinant TDP2, T5PNP hydrolysis, p-nitrophenol absorbance 415 nm. inhibition, % at 12.8 µM. 0.34% of 370,000 active;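 active = inhibition above the mean of all tested compounds plus 3 SD, set per campaign, cut at about 25% in these data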;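 also: 0% = DMSO with enzyme and 100% = buffer with substrate but no TDP2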
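test system = human TDP2 enzyme | input = TDP2 enzyme at 120 nM final | medium = 50 mM Tris-HCl pH 7.5 with Mg2+, KCl, DTT, BSA | also added = T5PNP substrate, 5 mM | times = 2 h at 37 °C | technique = epi absorbance | benchmarks = high control without enzyme, low control DMSO plus TDP2 | replication = each compound tested once, singlicate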
DDE Tn7 FP inh: disrupts Tn7 cyclic peptide binding to fibrin D-Dimer-E complex. FP displacement of FITC-Tn7 peptide from fibrin DD(E); 0% = median of compound wells per plate. inhibition, % at 8.3 µM. 0.13% of 370,000 active. AID 720508;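 active = inhibition above the mean of compounds falling within the control limits plus 3 SD of them, cut at about 14% in these data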;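 also: 0% = plate median of compound wells and 100% = 10 µM Aha-Tn7 peptide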
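system = human fibrin DD(E) protein | quantity = DD(E) 2 µM final | medium = Tris/NaCl/CaCl2 buffer, pH 7.8 | also added = labelled Tn7 tracer, 0.1 µM | compound dosing = single point at 8.3 µM | timing = compound with protein 10 min, then 3 h after probe, room temperature | signal = FP measurement | benchmarks = Aha-Tn7 high control | repeats = one replicate per compound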
ADAM10 inh: ADAM10 inhibition, QFRET primary screen. O14672. recombinant ADAM10, EDANS/DABCYL FRET peptide cleavage, 3 h. inhibition, % at 7 µM. 0.62% of 370,000 active;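 active = inhibition above a per-campaign cutoff equal to the mean of compounds falling between control-based bounds plus 3 SD, cut at about 20% in these data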;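 also: 0% = DMSO wells while the 100% control is not disclosed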
PLC-gamma1 inh: PLC-gamma1 (human) inhibition, primary screen; P19174; purified PLC-gamma1, fluorogenic substrate, fluorescence; inhibition, % at 12.2 µM; 0.84% of 370,000 active; in the data active = inhibition above about 9.5%
Tn6 DDE FP: disrupts Tn6 cyclic peptide binding to fibrin D-Dimer-E complex; P02675; Fibrin DD(E) TRITC-Tn6 fluorescence polarization displacement; inhibition, % at 8.3 µM; 0.21% of 370,000 active;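 active = inhibition above a per-campaign cutoff: mean of compounds within control limits plus 3 SD, cut at about 15% in these data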;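 also: 0% = median of all compound wells on the plate and 100% = blocking peptide control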
ADAM17 inh: ADAM17 inhibition, QFRET primary screen; P78536; recombinant ADAM17, EDANS/DABCYL FRET peptide cleavage; inhibition, % at 6.95 µM; 0.83% of 370,000 active; AID 720648;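 active = inhibition above the mean of compounds lying between control limits plus 3 SD, set per campaign, cut at about 8.5% in these data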;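 also: 0% = DMSO-only wells as the low control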
PLCb3 inh: blocks human PLC-beta3 enzyme activity. Purified PLC-beta3, fluorogenic substrate, fluorescence. Q01970. AID 720704. 0.18% of 370,000 active. inhibition, % at 12.2 µM; in the data active = inhibition above about 11%;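 also: 0% = median of compound wells on plate and 100% = full blocker control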
An asterisk follows results filed as active. Outcome played no part in choosing rows; 3.6% or so of the library scored in one or more.

Letters – A = ASAP1 inh; B = ARFGAP1 inhibitor; C = SIAE primary; D = TDP2 inh; E = DDE Tn7 FP inh; F = ADAM10 inh; G = PLC-gamma1 inh; H = Tn6 DDE FP; I = ADAM17 inh; J = PLCb3 inh
NC(=S)NNC(=O)c1ccccc1Cl
  A: -8; B: 0; C: 11; D: 6; E: 2; F: 5; G: 5; H: -1; I: -1; J: -4
C[C@@H]1NC(=O)N(c2ccc(F)cc2)C1=O
  A: 6; B: -1; C: 13; D: -1; E: 2; F: 1; G: 6; H: 6; I: -1; J: 9
O=C(O)c1cc2ccccc2n1-c1ccccc1
  A: -2; B: 7; C: 6; D: 4; E: 6; F: -12; G: -3; H: 2; I: -5; J: -4
CCCCNC(=O)C(=O)N/N=C/c1cccc(Br)c1
  A: 3; B: 2; C: 10; D: -3; E: 1; F: -1; G: 4; H: -3; I: -2; J: 3
COc1cc(C(=S)N2CCOCC2)cc(OC)c1OC
  A: -2; B: 11; C: 1; D: -5; E: -5; F: 10; G: 4; H: 6; I: 0; J: -5
O=C(Oc1c(CN2CCOCC2)cc(Cl)c2cccnc12)c1ccccc1
  A: -7; B: 0; C: 3; D: 3; E: -2; F: 7; G: -26; H: -9; I: 0; J: -24
OCC(Cc1ccc2c(c1)OCO2)C(CO)Cc1ccc2c(c1)OCO2 (stereo not given)
  A: -5; B: -11; C: -6; D: -2; E: 4; F: -1; G: 0; H: 2; I: -1; J: 1
Nc1nnc(COc2cccc(C(F)(F)F)c2)s1
  A: 5; B: -4; C: 0; D: -3; E: -7; F: 3; G: 1; H: 5; I: 0; J: 1
O=C1c2ccccc2C(=O)N1C1CCCCC1
  A: -1; B: -3; C: -2; D: 10; E: 2; F: 7; G: 0; H: 6; I: 0; J: -5
CCOC(=O)c1nn(-c2ccc(F)cc2)c(=O)cc1OCC(=O)N1CCN(c2ccccc2)CC1
  A: -8; B: -11; C: -5; D: 14; E: -4; F: 2; G: 3; H: -2; I: -1; J: -4
CC(O)CNCc1ccccc1C(F)(F)F (stereo not given)
  A: 0; B: 7; C: -1; D: -8; E: 1; F: -5; G: -2; H: -4; I: -7; J: -10
C#CCOc1nc(C)cc(C)c1S(=O)(=O)c1ccccc1C
  A: 12; B: -5; C: 6; D: 6; E: 8; F: -1; G: 1; H: 3; I: -3; J: -4
O=C(CC1SCCNC1=O)Nc1ccc(F)c(Cl)c1 (stereo not given)
  A: 2; B: -2; C: 11; D: -6; E: -6; F: -5; G: 0; H: 6; I: -2; J: -5
O=C(CC12CC3CC(CC(C3)C1)C2)Nc1ccc(C(=O)O)cc1
  A: -6; B: -5; C: -5; D: 0; E: 5; F: 10; G: -3; H: -1; I: -4; J: -6
S=C(NCCSCc1c(Cl)cccc1Cl)Nc1ccccc1
  A: -4; B: 8; C: -5; D: -3; E: -7; F: 12; G: 0; H: -13; I: 7; J: -2

In a second layout: results already given
The line under a structure holds: ASAP1 inh, ARFGAP1 inhibitor, SIAE primary, TDP2 inh, DDE Tn7 FP inh, ADAM10 inh, PLC-gamma1 inh, Tn6 DDE FP, ADAM17 inh, PLCb3 inh
> NC(=S)NNC(=O)c1ccccc1Cl
→ -8, 0, 11, 6, 2, 5, 5, -1, -1, -4
> C[C@@H]1NC(=O)N(c2ccc(F)cc2)C1=O
→ 6, -1, 13, -1, 2, 1, 6, 6, -1, 9
> O=C(O)c1cc2ccccc2n1-c1ccccc1
→ -2, 7, 6, 4, 6, -12, -3, 2, -5, -4
> CCCCNC(=O)C(=O)N/N=C/c1cccc(Br)c1
→ 3, 2, 10, -3, 1, -1, 4, -3, -2, 3
> COc1cc(C(=S)N2CCOCC2)cc(OC)c1OC
→ -2, 11, 1, -5, -5, 10, 4, 6, 0, -5

Next section.
Letters – A = ASAP1 inh; B = ARFGAP1 inhibitor; C = SIAE primary; D = TDP2 inh; E = DDE Tn7 FP inh; F = ADAM10 inh; G = PLC-gamma1 inh; H = Tn6 DDE FP; I = ADAM17 inh; J = PLCb3 inh
COc1cc(C(=O)NCC2(N3CCCCC3)CCCCC2)ccc1OCC(=O)N1CCOCC1
  A: -12; B: 0; C: -3; D: 7; E: 6; F: 5; G: -1; H: -5; I: -3; J: -8
O=C(Nc1ccc(CN2CCOCC2)cc1)c1ccc(N2CCCC2)c([N+](=O)[O-])c1
  A: -15; B: 0; C: 5; D: -4; E: -6; F: 3; G: 3; H: -6; I: 4; J: 2
CSc1ccc(CN(C)CC(=O)NCCc2ccccc2)cc1
  A: -10; B: 7; C: -3; D: -27; E: 0; F: 18; G: 6; H: -8; I: 0; J: -5
COCCn1c(C)cc(C(=O)CSc2nnc(C)s2)c1C
  A: -6; B: -1; C: -11; D: -13; E: -4; F: 2; G: -1; H: -5; I: 5; J: 0
COc1ccc(C(=O)C2CCCN(C(=O)c3ccc4nccnc4c3)C2)c(C)c1 (stereo not given)
  A: -1; B: -2; C: -1; D: 0; E: 3; F: 1; G: 4; H: 0; I: -2; J: 3
Nc1[nH]c(=O)nc2snnc12
  A: -5; B: 7; C: -6; D: -21; E: -11; F: -7; G: 9.6*; H: -3; I: 4; J: 10
CCOC(=O)N1CCC(N2Cc3cccc(C(=O)Nc4c(C)cccc4CC)c3C2=O)CC1
  A: 0; B: -3; C: 1; D: 2; E: 8; F: 9; G: 1; H: -4; I: 0; J: -7
Cc1cccc(N=C2NN=C(c3c(C)[nH]c4ccccc34)CS2)c1
  A: 8; B: 19; C: 7; D: 3; E: -6; F: 14; G: 6; H: -1; I: 7; J: 4
O=C(NCc1cccc(C(F)(F)F)c1)c1cccc(S(=O)(=O)N2CCN(Cc3ccccc3)CC2)c1
  A: -4; B: 8; C: -28; D: -1; E: 1; F: 17; G: -2; H: -9; I: 6; J: -10

Part of the list above, with each value named.
CSc1ccc(CN(C)CC(=O)NCCc2ccccc2)cc1
  ASAP1 inh = -10 | ARFGAP1 inhibitor = 7 | SIAE primary = -3 | TDP2 inh = -27 | DDE Tn7 FP inh = 0 | ADAM10 inh = 18 | PLC-gamma1 inh = 6 | Tn6 DDE FP = -8 | ADAM17 inh = 0 | PLCb3 inh = -5
COCCn1c(C)cc(C(=O)CSc2nnc(C)s2)c1C
  ASAP1 inh = -6 | ARFGAP1 inhibitor = -1 | SIAE primary = -11 | TDP2 inh = -13 | DDE Tn7 FP inh = -4 | ADAM10 inh = 2 | PLC-gamma1 inh = -1 | Tn6 DDE FP = -5 | ADAM17 inh = 5 | PLCb3 inh = 0
COc1ccc(C(=O)C2CCCN(C(=O)c3ccc4nccnc4c3)C2)c(C)c1 (stereo not given)
  ASAP1 inh = -1 | ARFGAP1 inhibitor = -2 | SIAE primary = -1 | TDP2 inh = 0 | DDE Tn7 FP inh = 3 | ADAM10 inh = 1 | PLC-gamma1 inh = 4 | Tn6 DDE FP = 0 | ADAM17 inh = -2 | PLCb3 inh = 3
